# SW480 rereplic = A quantitative high throughput screen for small molecules that induce DNA re-replication in SW480 colon adenocarcinoma cells; 1.8% of 340,000 active; SW480 DNA re-replication, Hoechst DNA content imaging, 48 h; Potency, µM (doses to about 46.1 µM), without a hit: at the top dose re-replication activation, usual class: activators; also: % of control where 0% means no effect; nearly all actives have a fitted effect of over 55% in size
#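 Per well, 250 cells were exposed to pinned compound for 48 hr. Nuclear DNA was visualised with Hoechst (40 min, 37 C) and total object intensity recorded by fluorescence scanning.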
# MCF10A rereplic = A quantitative high throughput screen for small molecules that induce DNA re-replication in MCF 10a normal breast cells | MCF 10A DNA re-replication, Hoechst nuclear intensity, 48 h | Potency, µM (top dose mostly 46.1 µM), without a hit: at the top dose activity, positive = re-replication, actives largely listed as activators | 2.9% of 350,000 active | AID 624296, 2012; also: % of control where 0% means no effect; nearly all actives have a fitted effect of over 50% in size
# ATXN2 expr inh = Primary qHTS for Inhibitors of ATXN expression. HEK-293 ATXN2-luciferase reporter, luminescence, 24 h. Potency, µM (series often up to 57 µM), inactives show at the highest dose activity change, negative = inhibition, most hits filed as inhibitors. 0.72% of 360,000 active. AID 1745845, 2022; also: % is scaled to controls: 0 for no effect and ±100 for the full control effect; nearly all actives have a fitted effect of over 55% in size
#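 ATXN2-luciferase reporter cells (luciferase flanked by upstream and downstream ATXN2 gene portions) were treated 24 h at 37 °C with compounds at up to 57 uM. SteadyGlo luminescence gave expression; GF-AFC fluorescence gave viability.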
# ATXN viability = Viability Counterscreen for Primary qHTS for Inhibitors of ATXN expression; S2 cells (HEK-293 line with an ATXN2-luciferase reporter) viability, CellTiter-Fluor protease fluorescence, 24 h; Potency, µM (titrated, usually from 56.7 µM), most hits filed as cytotoxic; 0.49% of 400,000 active; also: nearly all actives have a fitted effect of over 40% in size
# Active calls of the source: *; i = inactive; ? = inconclusive; . = no result given; [ ] = dose if it differs, or a comment. Calls follow the shape of the dose curve; as a rule, active = well fitted curve in the direction sought with a large enough effect; inconclusive = small, poorly fitted or top-dose-only effect, or another doubt; inactive = no such curve, though single readings can be large; an effect the other way counts as inactive or inconclusive. Potency is read from the fitted curve at half-maximal effect.
SMILES,SW480 rereplic,MCF10A rereplic,ATXN2 expr inh,ATXN viability
CCOc1cc(C=C2C(=O)N(c3ccccc3)N=C2C)cc(Cl)c1OCC(=O)OC,.,.,-6.1%,.
CC(C)(C)c1[nH]cnc1C=c1[nH]c(=O)c(=Cc2ccccc2)[nH]c1=O,.,.,?,.
CO[C@H]1C=CO[C@@]2(C)Oc3c(C)c(O)c4c(O)c(c5c(c4c3C2=O)NC2(CCN(CC(C)C)CC2)N=5)=NC(=O)C(C)=CC=C[C@H](C)[C@H](O)[C@@H](C)[C@@H](O)[C@@H](C)[C@H](OC(C)=O)[C@H]1C,.,.,-9.6%,.
C[C@H](NC(=O)[C@@H](O)c1cc(F)cc(F)c1)C(=O)N[C@@H]1C(=O)N(C)c2ccccc2-c2ccccc21,.,.,?,.
CC[C@@H](C)[C@H](NC(=O)[C@H](CC1CCCCC1)NC(=O)c1ccno1)C(=O)N1CCC2(CCc3ccccc32)CC1,.,.,?,.
COc1cc(C(C)C)c(Oc2cnc(NC(CO)CO)nc2N)cc1I,.,.,24.3µM*,.
CC[C@H]1OC(=O)[C@H](C)[C@@H](O[C@H]2C[C@@](C)(OC)[C@@H](O)[C@H](C)O2)[C@H](C)[C@@H](O[C@@H]2O[C@@H](C)C[C@H](N(C)C)[C@@H]2O)[C@](C)(O)C[C@@H](C)C(=O)[C@H](C)[C@@H](O)[C@]1(C)O,.,.,-0.6%,.
C[C@]12C=CC(=O)N[C@@H]1CC[C@H]1[C@H]3CC[C@@H](C(=O)Nc4cc(C(F)(F)F)ccc4C(F)(F)F)[C@@]3(C)CC[C@@H]12,.,.,-26.7%,.
CC(C)(C)c1nc2c3cc[nH]c(=O)c3c3cc(F)ccc3c2[nH]1,.,.,?,.
O=c1[nH]nc(OCCCc2ccc(Cl)cc2)c(NCc2cccnc2)c1Br,.,.,24.3µM*,.
C[C@]1(CO)CN(c2cc(C(=O)Nc3ccc4c(c3)-c3c(c(C(N)=O)nn3-c3ccc(F)cc3)CC4)c(Cl)cn2)C[C@@]1(C)CO,.,.,8.63µM*,.
Cc1cc(Nc2cc(CN3CCOCC3)c3nc(C)c(Cc4ccc(Cl)cc4F)n3n2)n[nH]1,.,.,19.3µM*,.
Cc1cc(SCc2sc(-c3ccc(C(F)(F)F)cc3)nc2C)ccc1OCC(=O)O,.,.,26.8%,.
CNC(=O)Nc1ccc(-c2nc(N3CC4CCC(C3)O4)c3cnn(C4CCC5(CC4)OCCO5)c3n2)cc1,.,.,-15.7%,.
CC(=O)NCCC(=O)N[C@@H](CCC(N)=O)C(=O)N[C@@H](CO)C(=O)N[C@@H](CCC(N)=O)C(=O)N[C@@H](CCC(N)=O)C(=O)N[C@H](C(=O)N[C@@H](Cc1ccccc1)C(=O)N[C@]1(C)CCCCCCC=CCCC[C@@](C)(C(=O)N[C@@H](CCC(N)=O)C(=O)N[C@@H](CC(N)=O)C(N)=O)NC(=O)[C@H](CC(C)C)NC(=O)[C@H](CC(C)C)NC(=O)[C@@H](CCCNC(=N)N)NC(=O)[C@H](Cc2c[nH]c3ccccc23)NC(=O)[C@H](CC(C)C)NC(=O)[C@H](CC(N)=O)NC1=O)[C@H](C)O,.,.,?,.
O=C1NCCc2[nH]c(-c3ccncc3)cc21,.,.,6.11µM*,.
COc1ccc(C(C)=O)c(O)c1,.,.,15.3µM*,.
CCNC(=O)c1noc(-c2cc(C(C)C)c(O)cc2O)c1-c1ccc(CN2CCOCC2)cc1,.,.,?,.
COc1cc(C)c(Sc2cnc(NC(=O)c3ccc(CNC(C)C(C)(C)C)cc3)s2)cc1C(=O)N1CCN(C(C)=O)CC1 (stereo not given),.,.,8.63µM*,.
CC[C@@]1(O)C(=O)OCc2c1cc1n(c2=O)Cc2cc3cc(O)ccc3nc2-1,.,.,0.0385µM*,.
CC(=O)O[C@H]1C[C@@H]2CC[C@H]3[C@H]4C[C@H]([N+]5(C)CCCCC5)[C@@H](OC(C)=O)[C@@]4(C)CC[C@@H]3[C@@]2(C)C[C@H]1[N+]1(C)CCCCC1,.,.,1.5%,.
CC(C)[C@H](CO)Nc1nc(Nc2cccc(Cl)c2)c2ncn(C(C)C)c2n1,.,.,?,.
O=C(O)CCC=CCC[C@@H]1[C@H](N2CCCCC2)[C@@H](O)C[C@@H]1OCc1ccc(-c2ccccc2)cc1,.,.,?,.
C[C@H]1[C@@H](OC(=O)CCC(=O)O)O[C@@H]2O[C@@]3(C)CC[C@@H]4[C@H](C)CC[C@@H]1[C@@]24OO3,.,.,?,.
CC1(C)CC(O)CC(C)(C)N1[O],.,.,16.5%,.

# More compounds.
SMILES,SW480 rereplic,MCF10A rereplic,ATXN2 expr inh,ATXN viability
Cc1cc(CS(=O)(=O)c2ccccc2)cc(OCc2ccc(CN3CCC[C@H]3CO)cc2)c1,.,.,?,.
CCC(=C(c1ccc(O)cc1)c1ccc(OCCNC)cc1)c1ccccc1,.,.,?,.
C=CC[C@@H]1C=C(C)C[C@H](C)C[C@H](OC)[C@H]2O[C@@](O)(C(=O)C(=O)N3CCCC[C@H]3C(=O)O[C@H](C(C)=C[C@@H]3CC[C@H](O)[C@H](OC)C3)[C@@H](C)[C@@H](O)CC1=O)[C@@H](C)C[C@@H]2OC,.,.,?,.
CC(C)Oc1cc(Nc2nc(N[C@@H](C)c3ccc(F)cn3)ncc2Cl)[nH]n1,.,.,?,.
Cc1cccc(-c2nn(C(=S)Nc3ccccc3)cc2-c2ccnc3ccccc23)n1,.,.,?,.
CC(C)(O)[C@H]1CC[C@@](C)([C@H]2[C@@H](O)C[C@@]3(C)[C@@H]4C[C@H](O[C@@H]5O[C@H](CO)[C@@H](O)[C@H](O)[C@@H]5O)[C@H]5C(C)(C)[C@@H](O[C@@H]6OC[C@@H](O)[C@H](O)[C@@H]6O)CC[C@@]56C[C@@]46CC[C@]23C)O1,.,.,9.6%,.
CC=C1NC(=O)[C@H]2CSSCCC=C[C@H](CC(=O)N[C@H](C(C)C)C(=O)N2)OC(=O)[C@H](C(C)C)NC1=O,.,.,5.3%,.
Oc1ccc(C2=Cc3ccc(O)cc3OC2)cc1,.,.,101.6%[activator],.
COc1cc(=C2C=c3ccccc3=N2)[nH]c1=Cc1[nH]c(C)cc1C,.,.,?,.
Cn1c2cc(S(C)=O)sc2c2cnn(Cc3cccc(N)c3)c(=O)c21 (stereo not given),.,.,-9.6%,.
Cc1c[nH]c(C=C2C(=O)Nc3ccccc32)c1CCC(=O)O,.,.,?,.
CCCCCCCCCCCCc1ccc(S(=O)(=O)Nc2nncs2)cc1,.,.,3.4%,.
CNC(=O)[C@H](CC1=CN=C2C=CCC=C12)NC(=O)[C@@H](CC(=O)NO)CC(C)C,.,.,0.0172µM*,.
CN1[C@H]2CC[C@H]1CC(OC(=O)c1c[nH]c3ccccc13)C2 (stereo not given in full),.,.,?,.
Cc1ccc(NC(=O)c2cccc(N(C)C)c2)cc1NC(=O)c1ccc(O)cc1,.,.,40.9%[activator],.
Cc1nc2c([nH]1)CCN(C(=O)c1ccc(NC(=O)c3ccccc3-c3ccccc3)cc1)c1ccccc1-2,.,.,-1.5%,.
CO[C@H]1C=CO[C@@]2(C)Oc3c(C)c(O)c4c(O)c(c(C=NN5CCN(C)CC5)c(O)c4c3C2=O)NC(=O)C(C)=CC=C[C@H](C)[C@H](O)[C@@H](C)[C@@H](O)[C@@H](C)[C@H](OC(C)=O)[C@H]1C,.,.,0.0%[18.9 µM],.
CCC(=O)NC[C@H](Cc1ccc(OCCc2nc(-c3ccccc3)oc2C)cc1)NC(C)=CC(=O)c1ccc(C(F)(F)F)cc1,.,.,21.7µM*,.
CC(=Cc1ccccc1)C=C1SC(=S)N(CC(=O)O)C1=O,.,.,40.8%[activator],.
CCc1c(O)cc(O)c(C(=O)c2ccc(OCCN3CCOCC3)c(OC)c2)c1CC(=O)N(CCOC)CCOC,.,.,1.09µM*,.
CC(C)(C)[N+]([O-])=Cc1ccc(S(=O)(=O)O)cc1S(=O)(=O)O,.,.,12.6%,.
Cc1ccc(C(C)(O)c2nc3ccccc3s2)c(C)c1 (stereo not given),.,.,?,.
CCCCCCOC(=O)N=C(N)c1ccc(NCc2nc3cc(C(=O)N(CCC(=O)OCC)c4ccccn4)ccc3n2C)cc1,.,.,?,.
C[C@]12CC[C@@H]3c4ccc(O)cc4CC[C@H]3[C@H]1[C@@H](O)[C@@H](O)[C@H]2O,.,.,20.0%,.
CC(C=CC=C(C)C=CC1=C(C)CCCC1(C)C)=CC=CC=C(C)C=CC=C(C)C=CC1=C(C)CCCC1(C)C,.,.,9.2%,.

# Reprinted at random: four records from the list
SMILES,SW480 rereplic,MCF10A rereplic,ATXN2 expr inh,ATXN viability
CN1[C@H]2CC[C@H]1CC(OC(=O)c1c[nH]c3ccccc13)C2 (stereo not given in full),.,.,?,.
C[C@]12CC[C@@H]3c4ccc(O)cc4CC[C@H]3[C@H]1[C@@H](O)[C@@H](O)[C@H]2O,.,.,20.0%,.
Cn1c2cc(S(C)=O)sc2c2cnn(Cc3cccc(N)c3)c(=O)c21 (stereo not given),.,.,-9.6%,.
CCC(=C(c1ccc(O)cc1)c1ccc(OCCNC)cc1)c1ccccc1,.,.,?,.

# The list continues.
SMILES,SW480 rereplic,MCF10A rereplic,ATXN2 expr inh,ATXN viability
Cc1[nH]c(C=C2C(=O)Nc3ccc(S(=O)(=O)Cc4c(Cl)cccc4Cl)cc32)c(C)c1C(=O)N1CCC[C@H]1CN1CCCC1,.,.,?,.
COc1cc(CNC(=O)CCCCC=CC(C)C)ccc1O,.,.,7.1%,.
Cc1ccc([N+](=O)[O-])cc1S(=O)(=O)N(C)N=Cc1cnc2ccc(Br)cn12,.,.,0.0485µM*,.
CN(C)S(=O)(=O)c1ccc2c(c1)C(=Cc1cc3c([nH]1)CCCC3)C(=O)N2,.,.,26.6%,.
O=C1c2c(O)cc(O)cc2O[C@H](c2cc(O)c(O)c(O)c2)[C@H]1O,.,.,?,.
CC(=O)O[C@H]1C[C@@H]2CC[C@H]3[C@H]4C[C@H]([N+]5(C)CCCCC5)[C@@H](OC(C)=O)[C@@]4(C)CC[C@@H]3[C@@]2(C)C[C@H]1N1CCCCC1,.,.,0.0%,.
Cc1n[nH]c(C)c1Cc1sc2c(c1C(=O)N1C[C@H](O)CO1)c(=O)n(C)c(=O)n2CC(C)C,.,.,-9.5%,.
COc1cc([C@@H]2c3cc4c(cc3[C@@H](O[C@@H]3O[C@@H]5CO[C@@H](C)O[C@@H]5[C@H](O)[C@@H]3O)[C@H]3COC(=O)[C@H]23)OCO4)cc(OC)c1O,.,.,0.769µM*,.
CC(C)C(=O)Nc1ncc(-c2cc(C(F)F)nn2-c2c(Cl)cccc2Cl)s1,.,.,-1.3%,.
O=C1NC(=O)[C@@H](c2cn3c4c(cccc24)CCC3)[C@H]1c1c[nH]c2ccccc12,.,.,-21.1%,.
COc1ccc(Nc2nccc(NCCO)n2)cc1,.,.,39.6%[activator],.
c1cc(N[C@@H]2CCNC2)nc(-c2cnc3ccc(-c4cn[nH]c4)cn23)c1,.,.,?,.
CC(=O)Oc1cc(C(F)(F)F)ccc1C(=O)O,-0.7%[20.6 µM],-0.6%[20.6 µM],.,i
Cc1ccc2c(c1)c1c3n2CCN[C@H]3CCC1,-3.5%,?,.,i
Cc1cc(-c2ccc(N=Nc3ccc4c(S(=O)(=O)O)cc(S(=O)(=O)O)c(N)c4c3O)c(C)c2)ccc1N=Nc1ccc2c(S(=O)(=O)O)cc(S(=O)(=O)O)c(N)c2c1O,-2.2%,-7.4%,.,12.6µM*

# A different layout for part of the listing above:
CC(=O)O[C@H]1C[C@@H]2CC[C@H]3[C@H]4C[C@H]([N+]5(C)CCCCC5)[C@@H](OC(C)=O)[C@@]4(C)CC[C@@H]3[C@@]2(C)C[C@H]1N1CCCCC1
  SW480 rereplic = . | MCF10A rereplic = . | ATXN2 expr inh = 0.0% | ATXN viability = .
c1cc(N[C@@H]2CCNC2)nc(-c2cnc3ccc(-c4cn[nH]c4)cn23)c1
  SW480 rereplic = . | MCF10A rereplic = . | ATXN2 expr inh = ? | ATXN viability = .
COc1cc([C@@H]2c3cc4c(cc3[C@@H](O[C@@H]3O[C@@H]5CO[C@@H](C)O[C@@H]5[C@H](O)[C@@H]3O)[C@H]3COC(=O)[C@H]23)OCO4)cc(OC)c1O
  SW480 rereplic = . | MCF10A rereplic = . | ATXN2 expr inh = 0.769µM* | ATXN viability = .
CN(C)S(=O)(=O)c1ccc2c(c1)C(=Cc1cc3c([nH]1)CCCC3)C(=O)N2
  SW480 rereplic = . | MCF10A rereplic = . | ATXN2 expr inh = 26.6% | ATXN viability = .

# Compound activity: PubChem, National Center for Advancing Translational Sciences (NCATS)

# These rows are one share of the data; count on the stated rates, not on these rows.
